# Screens as filed in PubChem BioAssay.
# Neddyl block: cullin neddylation inhibition; TR-FRET cullin neddylation, biochemical; calls only at 25 µM; 360,000 tested, 0.58% active; in the data active = inhibition above about 36%
# Target sequence (P61081 whole entry, looked up): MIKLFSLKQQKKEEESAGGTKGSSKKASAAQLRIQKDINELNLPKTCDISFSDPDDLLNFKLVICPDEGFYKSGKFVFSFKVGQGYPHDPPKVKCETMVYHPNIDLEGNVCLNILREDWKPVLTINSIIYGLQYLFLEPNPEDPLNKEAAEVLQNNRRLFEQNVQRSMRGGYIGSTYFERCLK
# Target sequence (Q13564 whole entry, looked up): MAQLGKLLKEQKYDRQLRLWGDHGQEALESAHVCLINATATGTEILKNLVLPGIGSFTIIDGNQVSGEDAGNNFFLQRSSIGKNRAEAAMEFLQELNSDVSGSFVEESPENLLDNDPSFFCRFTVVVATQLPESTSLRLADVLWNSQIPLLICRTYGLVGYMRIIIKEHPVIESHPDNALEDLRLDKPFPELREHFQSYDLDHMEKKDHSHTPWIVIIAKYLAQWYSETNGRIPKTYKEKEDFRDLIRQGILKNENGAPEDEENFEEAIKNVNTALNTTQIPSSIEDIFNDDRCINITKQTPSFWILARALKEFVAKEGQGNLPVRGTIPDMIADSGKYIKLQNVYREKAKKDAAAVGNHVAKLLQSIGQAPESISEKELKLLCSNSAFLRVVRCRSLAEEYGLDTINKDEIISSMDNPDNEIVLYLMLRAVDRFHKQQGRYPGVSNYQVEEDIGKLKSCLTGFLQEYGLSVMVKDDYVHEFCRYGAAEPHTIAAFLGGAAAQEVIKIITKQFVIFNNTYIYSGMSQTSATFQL
# Rin1 Abl inh: blocks binding of human Rin1 to Abl. TR-FRET Rin1/Abl binding, biochemical. inhibition, % at 7.35 µM. 360,000 tested, 0.4% active; in the data active = inhibition above about 5%, passing the limit was not always enough
# SKN-1 block: blocks SKN-1 activity in C. elegans; C. elegans VP596 Pgst-4::GFP/RFP ratio, acrylamide-induced, 24 h; inhibition, % at 21.8 µM; 360,000 tested, 0.49% active; AID 624304;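 active = interference check ratio from 0.5 to 1.5 plus GFP to RFP signal ratio inhibition reaching or exceeding a fixed threshold, cut at about 30% in these data, passing the limit was not always enough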; note: some compounds called inactive have numbers as strong as hits
# CendR NRP1 mod: modulators of CendR peptide binding to human neuropilin-1; AID 602438; inhibition, % at 25 µM; 360,000 tested, 0.85% active; FAM-RPARPAR peptide binding to NRP-1, fluorescence polarization; O14786;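 active = inhibition or corrected inhibition above about 18%, plus a signal ratio from 0.5 to 1.5, limit read from the data, passing the limit was not always enough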; note: strong numbers were not always called active
# MsrA act: activators of bovine methionine sulfoxide reductase A; 360,000 tested, 0.3% active; activation, % at 10.6 µM; purified bovine MsrA, absorbance read-out; AID 602163; in the data active = activation above about 7.5%;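 note: 0% = vehicle and 100% = reference activator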
# MT1-MMP act inh: inhibitors of human MT1-MMP activation. HT1080 RFP-PRO-GFP cells, GFP/RFP ratio fluorescence, overnight; percent of plate control window, DMSO zero. AID 651647. 360,000 tested, 0.061% active. GFP/RFP ratio change, % at 20 µM;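 active = GFP/RFP ratio change of at least 30% with cell ATP level not reduced by more than half and red fluorescence within 50% of control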; note: strong numbers were not always called active
#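 system = RFP-PRO-GFP reporter HT1080 cells | dosing = 20 µM single dose, 1% DMSO | timing = overnight cell settling, then overnight compound exposure, 37 °C, 5% CO2 | read-out basis = GFP/RFP fluorescence ratio | controls = DMSO and RFP-L50D-GFP cell wells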
# FAS TE block: FAS thioesterase (human) inhibition; P49327; recombinant FAS-TE, OMFH fluorogenic substrate, fluorescence endpoint; inhibition, % at 15 µM; 360,000 tested, 0.67% active;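 active = compounds whose normalised, plate-corrected inhibition of enzyme fluorescence in the single-dose primary screen is 50% or more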;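 note: 0% = DMSO with enzyme and 100% = substrate without enzyme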
# eLon inh: inhibitors of E. coli Lon protease | purified E. coli Lon protease, fluorescence polarization | 360,000 tested, 0.42% active | inhibition, % at 7.94 µM | AID 602123; in the data active = inhibition above about 13%, passing the limit was not always enough;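 note: 0% = enzyme with probe and DMSO and 100% = no enzyme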
# MsrA inh: inhibitors of bovine MsrA | purified bovine MsrA, absorbance read-out | inhibition, % at 15.5 µM | 360,000 tested, 0.75% active; in the data active = inhibition above about 4.5%;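 note: 0% = vehicle wells with enzyme and 100% = reference inhibitor wells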
# An asterisk follows results filed as active; i = inactive; . = not tested or not shown.
SMILES,Neddyl block,Rin1 Abl inh,SKN-1 block,CendR NRP1 mod,MsrA act,MT1-MMP act inh,FAS TE block,eLon inh,MsrA inh
CCc1ccc(NC(=O)[C@H](Cc2ccccc2)NC(=O)C2CCN(C(=O)[C@@H](N)CC(C)C)CC2)cc1,i,-2,-8,-4,-9,-2,-5,-1,-1.6
Cc1nc(CCNC(=O)C2CCC(=O)N(Cc3cccc(F)c3)C2)sc1C (configuration not stated),i,0,0,4,-4,2,-8,-2,-0.3
CCN(CC(=O)Nc1c(F)cccc1F)C(=O)Cc1ccc2c(c1)OCCO2,i,0,14,2,-3,.,-6,2,-0.2
CN(C(=O)Cc1ccccc1)n1cnnc1,i,2,-10,9,4,-2,-6,-3,-0.6
CCOc1ccc(NC(=O)Cn2cncc2-c2ccc([N+](=O)[O-])cc2)cc1,i,0,10,2,-3,5,-6,-8,1.5
Cc1ccc(NC(=O)NCCCl)cc1S(=O)(=O)N1CCOCC1,i,-4,-5,4,-1,5,-4,7,0.3
Cc1ccc2nc(-c3ccc(NC(=O)COC(=O)c4ccco4)cc3)sc2c1,.,-3,12,-10,-9,8,-9,12,0.0
CC1(C)O[C@@H]2[C@H](O1)[C@@H](CO)O[C@H]2n1cnc2c(=O)[nH]cnc21,i,1,9,26*,-2,2,-10,-3,-0.3
CCCN1C(=O)COc2ccc(-c3n[nH]c(=O)c4ccccc34)cc21,i,-2,10,9,-4,0,-3,-2,0.8
CCCCc1nc(N)c(C#N)c(-c2ccco2)c1CCC,i,3,3,-10,-10,-3,3,-7,3.3
NC(=O)C1CCN(CC(=O)Nc2ccccc2C(=O)NC2CC2)CC1,i,0,-10,8,-5,-2,-5,-6,-0.3
C=CCN1C(=O)C2(C(C(=O)c3ccc(C)o3)=C(O)C(=O)N2CCCN2CCOCC2)c2ccccc21 (configuration not stated),i,0,-9,-3,3,-1,-11,0,0.7
Nc1nonc1-n1nnc(C(=O)N/N=C/c2cccc(Cl)c2)c1-c1cccs1,i,4,13,7,-7,-7,26,7,2.4
COc1ccc2nc(N3C(=O)C(O)=C(C(=O)c4ccco4)C3c3ccco3)sc2c1 (configuration not stated),i,6,0,15,-4,0,-4,-1,-0.5
COc1cccc(OCC(=O)NNC(=O)c2cccs2)c1,i,-1,-16,-4,-2,-2,-9,1,-0.2
C=CCn1c(/N=C/c2ccc(N(C)C)cc2)nc2ccccc21,i,-2,4,-108,-9,-1,-3,-20,4.2
CCOc1ccc(CN(C)c2ccc(S(=O)(=O)N3CCN(C)CC3)cc2[N+](=O)[O-])cc1OC,i,-3,5,8,2,4,4,0,.
O=c1ccc(S(=O)(=O)N2CCC(Cc3ccccc3)CC2)c[nH]1,i,-2,-6,10,0,1,4,5,0.2
O=C(/C=C/c1ccc(S(=O)(=O)N2CCOCC2)cc1)NCc1ccc(Cl)cc1,i,1,17,-7,3,-1,-3,-21,-2.0
O=C(CCNC(=O)c1ccc(Br)cc1)Nc1cccc(S(=O)(=O)N2CCCCC2)c1,i,0,-20,7,-5,-6,16,2,1.1
CC(NC(=O)c1ccc(Br)cc1)C(=O)NC1=NCCS1 (configuration not stated),i,-4,2,1,-5,1,-4,-4,-1.3
N/C(CN1CCCC1=O)=N\OC(=O)c1ccc(Cl)cc1,i,0,-9,5,-4,2,-7,-7,-0.6
NC(=O)N/N=C/c1ccc(-n2nncc2-c2ccc(Cl)cc2)cc1,i,0,4,10,-3,-5,1,-1,-0.7
Cn1c(SCc2nc(-c3ccc(Cl)cc3)no2)nnc1-c1ccccc1,i,0,5,-10,-2,1,5,5,-0.5
Oc1ccccc1-c1cc(C(F)(F)C(F)F)nc(-c2ccccc2)n1,i,-4,-10,-3,-6,2,10,1,-0.2
CCCCOc1ccc(C(=O)NCC(=O)OCC(=O)N2CCN(S(=O)(=O)c3ccc(C)cc3C)CC2)cc1,i,1,-9,5,-5,1,14,-3,-0.4
CCCCn1c(N)nc2ccccc21,i,1,-7,3,-3,-1,-11,-14,0.0
O=C(O)CCCn1c(=O)c2cccn2c2ccc(F)cc21,i,1,-10,-2,-4,3,-2,-10,-0.1
Cc1cc(NC(=O)CSc2nc(-c3ccccc3)cs2)no1,i,-1,20,21,0,-3,7,-3,0.5
CC(C(=O)Nc1ncccn1)(c1ccccc1)c1ccccc1,i,-3,5,11,-12,0,-3,5,0.9
CC(C)(O)C#Cc1ccc(CN2CCCC(CO)(Cc3cccc(Cl)c3)C2)cc1 (configuration not stated),i,5,13,-27,-5,-5,5,-11,0.8
COc1ccc(C(=O)C(=O)N2CCC(Cc3ccccc3)CC2)cc1OC,i,.,3,-21,.,11,.,.,1.5
N#CNC(=Nc1ccc(F)cc1)SCc1ccccc1,i,-1,-1,-3,-5,1,-10,-4,0.0
COc1ccccc1C(=O)N/N=C/C(C)=C/c1ccccc1,i,1,14,0,-1,3,5,-2,1.7
O=C1CCCN1CCCNc1nc2c(S(=O)(=O)c3ccc(Br)cc3)nnn2c2ccccc12,i,2,17,4,-3,0,57*,-19,-0.6
Cc1nnc(NC(=O)c2cc(-c3ccncc3)nc3c(C)cccc23)s1,i,-3,-2,-16,-4,-4,0,5,0.3
O=C(CN1CCCc2ccccc21)Nc1ccc(F)cc1[N+](=O)[O-],i,3,3,10,-10,0,-4,-2,0.9
Cc1cn([C@H]2C[C@H](O)[C@@H](CNC(=O)c3ccccn3)O2)c(=O)[nH]c1=O,i,-5,-4,7,-1,-1,-4,0,-0.1
CC(=O)N1CCc2cc(S(=O)(=O)NC(CC(C)C)C(=O)Nc3cc(C)ccn3)ccc21 (configuration not stated),i,0,-2,4,-3,-12,-5,1,-1.0
Cc1ccc(S(=O)(=O)N[C@@H](C)C(=O)N2CCC(C(=O)N3CCC[C@H]3C(=O)O)CC2)cc1,i,-4,14,-16,-4,1,-6,18,-0.5
CN(CCc1ccccc1)C(=O)c1cccc(NC(=O)Cc2cccc(NC(=O)C3CCN(C(=O)C4CCC4)CC3)c2)c1,i,-1,8,8,0,0,-3,-3,-0.7
CCCC(=O)Nc1ccc2c(c1)nc(CN1CCCC1)n2C,i,2,-2,-7,-4,2,-11,-4,-0.6
O=C(O)c1cc2c(s1)-c1ccccc1CC2,.,0,6,-2,-4,6,-8,-6,3.8
c1ccc(-c2nnc3sc(CN4CCC5(CC4)OCCO5)cn23)cc1,i,-1,5,-1,0,9,-6,2,-0.4
CC(SCc1ccccc1)C(=O)NCc1ccccn1 (configuration not stated),i,-3,-6,0,-3,1,-6,-2,-0.7
CCOc1cc(CN2CCN(C(=O)CC(C)C)CC2)ccc1OC,i,0,-6,-11,-9,-1,-8,-13,1.0
COc1ccc(Nc2nc3c(C)cccc3cc2C#N)cc1,i,0,6,38*,-12,5,16,-1,3.8
Cn1nccc1C(=O)N1CCCC(C(=O)c2ccc(C(F)(F)F)cc2)C1 (configuration not stated),i,3,-23,14,-5,5,-6,3,-0.5
CCOc1cc(C(=O)NC(CC(=O)O)c2ccc(OC3CCCC3)cc2)cc(OCC)c1OCC (configuration not stated),i,4,12,-1,-1,-8,-6,0,-0.3
CCCc1c(C)nc2c(OC)cccc2c1SCC(=O)O,i,0,-9,4,-5,4,-1,1,1.7
COc1ccccc1C(=O)Nn1cnnc1,i,1,-19,8,-2,1,-2,-1,1.0
c1ccc2cc(-c3csnn3)ccc2c1,i,0,0,3,-8,7,5,-8,-1.4
COc1ccc(S(=O)(=O)N2CCC(C(=O)NN3CCCCC3)CC2)cc1,i,5,-2,-7,-6,-2,-7,-4,-0.5
CC(C)c1ccc(NC(=O)CSc2nc3ccsc3c(=O)n2Cc2ccc(C(=O)O)cc2)cc1,i,2,-19,-5,-5,3,-1,-2,0.5
CC1=C(C)CS(=O)N(S(=O)(=O)c2ccc(Cl)cc2)C1 (configuration not stated),i,1,-2,-11,1,-1,17,7,0.1
O=C(CSc1nc2[nH]ncc2c(=O)n1-c1ccccc1Br)NCc1ccccc1Cl,i,3,-3,-7,-9,0,-51,2,0.7
CC1Cc2cc(S(=O)(=O)N3CCN(c4ccc(Cl)cc4)CC3)ccc2N1C(=O)C1CC1 (configuration not stated),i,-1,6,1,-1,7,27,-4,-0.3
Cc1ccccc1OCC(=O)Nc1nnc(C2CCCCC2)s1,i,-1,-1,-1,-5,-1,-6,9,0.5
CCNC(=O)COc1cc(C)c(Cl)c(C)c1,i,-1,-2,4,-5,-4,-1,-2,-0.9
O=C(NCC(=O)N(c1cccc(F)c1)C(C(=O)NC1CCCC1)c1ccncc1)c1ccco1 (configuration not stated),i,1,-6,-42,-2,0,-4,-20,-0.7
# Following part
SMILES,Neddyl block,Rin1 Abl inh,SKN-1 block,CendR NRP1 mod,MsrA act,MT1-MMP act inh,FAS TE block,eLon inh,MsrA inh
Cc1ccc(NC(=O)C2CCCN(S(=O)(=O)c3ccc4[nH]c(=O)ccc4c3)C2)cc1C (configuration not stated),i,3,13,-9,-10,-8,-15,-3,-0.3
COC(=O)c1ccccc1NC(=O)CSc1nnc(-c2cccnc2)n1N,i,0,9,-7,-1,-1,-4,5,0.0
Cc1cc2c(cc1S(=O)(=O)NCC(C)c1ccccc1)n(C)c(=O)c(=O)n2C (configuration not stated),i,0,3,7,0,0,7,0,2.3
O=C(c1ccccn1)C1CCCN(Cc2nc(Cc3cccc(F)c3)no2)C1 (configuration not stated),i,0,-9,-5,4,3,2,1,0.0
CCOC(=O)C1=C(COC(=O)C2CC(=O)N(c3ccc(C)cc3)C2)NC(=O)NC1C (configuration not stated),i,1,9,-4,-3,-3,-7,-5,0.3
COC(=O)c1[nH]c2ccccc2c1NS(=O)(=O)c1ccc(F)c(C)c1,i,0,-3,-10,-8,5,-33,-9,0.9
CN1C(=O)CC(N2CCN(C(=O)c3ccccc3)CC2)C1=O (configuration not stated),i,-3,-9,-1,-3,1,-5,-8,0.3
COCCn1c(SCC(=O)Nc2ccc(NC(=O)c3ccco3)c(OC)c2)nc2ccccc2c1=O,.,4,14,-4,0,3,3,-4,3.1
COc1ccccc1N(C)S(=O)(=O)c1ccc(C(=O)OCC(=O)Nc2cc(C)on2)cc1,i,2,0,5,0,3,-1,-3,-0.1
CCc1nc2ccc(C(=O)NCCCN3CCCC3=O)cn2c1N(CCC(C)C)CCN(C)C,i,-4,15,9,-6,-2,-10,7,0.3
O=C(NCCCCc1ccccc1)C12CN(Cc3ccccc3)CC1C(c1ccc([N+](=O)[O-])cc1)=NO2 (configuration not stated),i,2,3,4,-1,5,26,-5,0.5
Cn1nnc(NC(=O)CSc2ncn[nH]2)n1,i,0,-8,11,0,5,-5,2,0.9
O=C(COc1ccc2ccccc2c1)NCCn1ccc2ccccc21,i,1,14,2,0,-8,35,3,-0.1
COc1ccc(NC(=O)Nc2ccccc2F)c(C)c1,i,3,-8,-8,-1,-1,-8,6,-0.5
CN(Cc1ccc(F)cc1)C(=O)COc1ccc2ccccc2c1,i,4,-2,4,-1,4,8,0,-0.1
